MITF inh = MITF inhibitors, primary screen, biochemical, AlphaScreen, human. AID 1259374, 2018. Microphthalmia-associated transcription factor (Homo sapiens), O75030. inhibition, % at 2.6 µM. AlphaScreen MITF homodimerization, bead proximity signal. hit rate 0.91% among 650,000; in the data active = inhibition above about 50%;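 note: 0% = vehicle wells with protein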
Target sequence (O75030 whole entry, looked up): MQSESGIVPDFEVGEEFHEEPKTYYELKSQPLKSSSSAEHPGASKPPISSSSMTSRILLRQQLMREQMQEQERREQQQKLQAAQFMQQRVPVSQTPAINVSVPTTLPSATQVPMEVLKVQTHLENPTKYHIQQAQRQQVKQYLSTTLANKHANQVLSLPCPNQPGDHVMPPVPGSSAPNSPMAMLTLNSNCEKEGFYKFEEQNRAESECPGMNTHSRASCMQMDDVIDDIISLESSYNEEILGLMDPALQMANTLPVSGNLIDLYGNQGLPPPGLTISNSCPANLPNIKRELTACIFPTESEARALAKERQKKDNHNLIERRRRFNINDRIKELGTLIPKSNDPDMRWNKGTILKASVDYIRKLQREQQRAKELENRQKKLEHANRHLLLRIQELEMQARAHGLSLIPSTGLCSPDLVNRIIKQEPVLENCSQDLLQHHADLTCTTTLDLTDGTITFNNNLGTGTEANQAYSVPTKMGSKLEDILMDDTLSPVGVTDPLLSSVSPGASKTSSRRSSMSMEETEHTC
TEAD-YAP block = TEAD-YAP interaction inhibition, primary screen, TEAD-YAP interaction inhibitor project, luminescence, HEK-TIYL cells; hit rate 1.4% among 640,000; TEAD-Gal4/YAP UAS-luciferase luminescence; inhibition, % at 9.12 µM; in the data active = inhibition above about 32%;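 note: 0% = median of test compound wells and 100% = reference inhibitor wells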
FBW7 act = FBW7 E3 ligase activators, primary screen, biochemical, AlphaScreen, human | hit rate 0.13% among 650,000 | normalized activity (activation), % at 26.1 µM | AlphaScreen FBW7–phospho-cyclin E peptide binding, activator screen | F-box/WD repeat-containing protein 7 (Homo sapiens), Q969H0; in the data active = normalized activity above about 1.9%;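 note: purified mutant Fbw7 with reduced substrate affinity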
GPR151 ag = activators of human GPR151, primary screen, cell-based, PathHunter beta-arrestin, luminescence; G-protein coupled receptor 151 (Homo sapiens), Q8TDV0; PathHunter beta-arrestin GPR151 cells; activation, % at 11.2 µM; hit rate 1% among 650,000; AID 1508602, 2020; in the data active = activation above about 4.9%;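 note: 0% = median of compound wells and 100% = cells with positive control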
Target sequence (Q8TDV0 whole entry, looked up): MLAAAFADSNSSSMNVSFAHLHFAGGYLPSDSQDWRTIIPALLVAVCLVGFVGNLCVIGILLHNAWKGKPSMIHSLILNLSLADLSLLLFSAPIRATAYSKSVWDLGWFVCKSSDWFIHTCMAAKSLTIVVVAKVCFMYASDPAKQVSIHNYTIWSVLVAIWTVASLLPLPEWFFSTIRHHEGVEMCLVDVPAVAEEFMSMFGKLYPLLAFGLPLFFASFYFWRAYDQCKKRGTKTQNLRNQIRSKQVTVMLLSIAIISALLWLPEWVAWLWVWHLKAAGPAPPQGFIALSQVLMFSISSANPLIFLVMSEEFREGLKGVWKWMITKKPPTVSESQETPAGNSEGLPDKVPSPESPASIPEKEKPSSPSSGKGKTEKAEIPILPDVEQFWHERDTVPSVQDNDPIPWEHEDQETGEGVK
The depositor's hits bear a star.

SMILES,MITF inh,TEAD-YAP block,FBW7 act,GPR151 ag
Fc1ccccc1-c1nc(N2CCN(Cc3ccc4c(c3)OCO4)CC2)c2ccccc2n1,0,16,-0.1,0.3
COc1ccccc1OCC(=O)Nc1c(C)n(C)n(-c2ccccc2)c1=O,-8,-2,0.1,1.1
CCC(C(=O)NC(C)c1nc(-c2cccnc2)n[nH]1)c1ccccc1 (stereo not drawn),6,2,-0.1,0.4
CCOC(=O)c1c(N/N=C/c2cc(OC)c(OC)c(OC)c2)n[nH]c1C,1,-27,0.0,-0.6
COC(=O)/C=C(\C)NC(=S)Nc1ccc(OC)cc1,0,-10,-0.2,-1.6
Nc1c(C(=O)NCc2ccccc2Cl)nnn1-c1ccc(OC(F)(F)F)cc1,4,12,0.0,-0.6
COc1ccc(OC)c(/C=C2/SC(=NCc3ccccc3)N(Cc3ccccc3)C2=O)c1,-18,-1,0.0,0.0
O=C1c2ccc(-c3nc4ccccc4c(=O)o3)cc2C(=O)N1c1ccc(F)cc1,3,-1,0.1,1.2
COc1ccc(OC)c(/C=N/NC(=O)CNC(=O)c2c(F)cccc2Cl)c1,13,6,0.1,-1.7
CCOC(=O)c1[nH]c(C)c(C(=O)Nc2ccccc2)c1C,3,-14,0.0,-0.5
COC(=O)CCc1[nH]c2ccccc2c1Sc1ccccc1,0,-5,-0.1,0.5
CCc1c(C)c(C#N)c2nc3ccccc3n2c1Nc1ccc(N(C)C)cc1,7,-2,-0.4,0.9
CC(C)OCCCNC(=O)c1sc2ccccc2c1Cl,4,-20,0.0,-2.5
O=C(c1csc(-c2cnccn2)n1)N1CCN(c2ccccc2Cl)CC1,10,3,-0.2,0.7
CCOC(=O)c1sc(NC(=O)c2sccc2C)cc1C,-5,1,0.1,-11
COc1ccc(NS(=O)(=O)c2ccc(NC(=O)c3ccccc3[N+](=O)[O-])cc2)cc1,-12,9,-0.1,0.3
COC(=O)C(C)Sc1ncnc2c1oc1ccccc12 (stereo not drawn),8,-24,0.6,0.2
O=C(O)CCN1C(=O)C(=O)/C(=C(\O)c2ccc(Cl)cc2)C1c1ccc2c(c1)OCO2 (stereo not drawn),-4,-2,-0.1,1.4
COc1ccc(C2C=C(c3ccc(Br)s3)Nc3ncnn32)cc1OC (stereo not drawn),7,13,0.0,-0.4
Cc1c(C(=O)NCCC2=CCCCC2)sc2ncnc(N3CCOCC3)c12,7,-15,0.4,-1.8
CCCOc1ccc(C(=O)N2CCC(C)CC2)cc1,-13,-8,0.2,-0.4
CCCNC(=O)C1CC(c2ccc(OC)cc2)=NO1 (stereo not drawn),8,-2,0.0,0.0
O=C1COc2cc(-c3c(NCc4ccccc4Cl)c(=O)c3=O)ccc2N1,7,-5,-0.1,0.2
CSc1ccc(NC(=O)C2CC23CCN(Cc2coc4ccc(C)cc4c2=O)CC3)cc1 (stereo not drawn),4,0,-0.1,0.8
O=C(NC(=S)Nc1ccc(-c2nc3ccccc3o2)cc1)c1ccc(Cl)cc1,6,-23,-0.1,1.2

Next part (6 carried over from the part before).
SMILES,MITF inh,TEAD-YAP block,FBW7 act,GPR151 ag
Cc1c(C(=O)NCCC2=CCCCC2)sc2ncnc(N3CCOCC3)c12,7,-15,0.4,-1.8
CCCOc1ccc(C(=O)N2CCC(C)CC2)cc1,-13,-8,0.2,-0.4
CCCNC(=O)C1CC(c2ccc(OC)cc2)=NO1 (stereo not drawn),8,-2,0.0,0.0
O=C1COc2cc(-c3c(NCc4ccccc4Cl)c(=O)c3=O)ccc2N1,7,-5,-0.1,0.2
CSc1ccc(NC(=O)C2CC23CCN(Cc2coc4ccc(C)cc4c2=O)CC3)cc1 (stereo not drawn),4,0,-0.1,0.8
O=C(NC(=S)Nc1ccc(-c2nc3ccccc3o2)cc1)c1ccc(Cl)cc1,6,-23,-0.1,1.2
CCC(C(=O)NC1CCCCC1C)n1nc(C)n2c(cc3occc32)c1=O (stereo not drawn),-3,-2,-0.1,0.9
COc1ccc2sc(N(Cc3ccccn3)C(=O)C3CCC3)nc2c1,22,-7,0.1,-0.1
CCNC(=O)NC(=O)C(C)OC(=O)CCS(=O)(=O)c1ccccc1Cl (stereo not drawn),16,5,0.1,-1.0
CC(C)=CCN1CCN(Cc2cccn2-c2nccs2)CC1CCO (stereo not drawn),9,6,0.2,-2.8
CC1CCN(S(=O)(=O)c2ccc3[nH]cc(C(=O)NCCN(C)C)c(=O)c3c2)CC1,-1,6,-0.1,-1.2
CCOCCCNC(=O)C(=O)Nc1ccc(F)cc1,-5,-63,-0.2,-1.9
CCOC(=O)CC1CC(=O)C2C(=O)c3c(OC)ccc(Br)c3C2C1 (stereo not drawn),7,12,-0.3,1.8
O=C(NCCN1CCOCC1)c1c(Cl)cccc1Cl,-9,-8,0.4,-0.1
C#CCN1C(=O)S/C(=C/c2ccc(N3CCOCC3)o2)C1=O,-2,4,-0.2,-2.3
COc1ccc(-c2cc(-c3ccccc3)nc(SCc3ccc(Cl)cc3Cl)c2C#N)cc1,13,2,0.0,-1.3
Cc1ccccc1-n1nc2c(c1NC(=O)C1CCCC1)CS(=O)C2 (stereo not drawn),-1,1,0.2,-0.4
CCOC(=O)C1=C(C)NC2=C(C(=O)CC(c3ccccc3)C2)C1c1ccc(N(CC)CC)cc1 (stereo not drawn),13,4,0.0,-1.2
Cc1ccc2c(c1)N(Cc1ccc3c(c1)OCO3)C(=O)C(C)O2 (stereo not drawn),-14,-2,-0.1,-0.6
CCc1ccccc1NC(=O)C1CCN(C(=O)c2ccc([N+](=O)[O-])cc2)CC1,5,-3,-0.1,0.2
Cc1onc(-c2ccccc2Cl)c1C(=O)Nc1cccc([N+](=O)[O-])c1C,1,-2,-0.2,0.9
Cn1c2c(c(=O)n(C)c1=O)C(c1ccc(O)c(O)c1)C1=C(N2)c2ccccc2C1=O (stereo not drawn),-4,6,-0.1,-1.3
CCC(C)N1C(=O)N(c2cccc(Cl)c2)C(n2oc(=O)n(-c3cccc(Cl)c3)c2=O)C1(C)C (stereo not drawn),-6,-15,-0.1,0.8
O=C1/C(=C/c2cn(Cc3ccccc3F)c3ccccc23)SC(=Nc2ccccc2)N1c1ccccc1,7,-15,-0.1,0.0
CN1[C@@H](C(=O)Nc2ccc(C#N)cc2)C[C@@H](c2ccco2)NS1(=O)=O,2,16,1.0,-0.1
O=C(O)c1ccccc1NC(=O)c1[nH]ncc1[N+](=O)[O-],2,-5,0.1,-0.6
Fc1ccccc1CN1CCC(c2nc3ccccc3[nH]2)CC1,-11,3,0.0,0.6
COc1ccc(NC(=O)C(NC(=O)Cc2c[nH]c3ccccc23)c2ccc(OC)cc2)cc1 (stereo not drawn),3,2,0.0,-1.1
O=C(Nc1cccc(-c2nc3ncccc3o2)c1)c1ccc([N+](=O)[O-])cc1,9,3,0.2,-0.4
COc1ccc2c(c1)[nH]c1c(=O)n(CCN3CCCCC3C)cnc12 (stereo not drawn),-2,0,-0.1,-0.8
CCOc1ccccc1Nc1c(-c2ccccc2)c(=O)c1=O,-1,-8,0.5,-0.8

Compound profiles (already shown):
C#CCN1C(=O)S/C(=C/c2ccc(N3CCOCC3)o2)C1=O across the screens: MITF inh: -2; TEAD-YAP block: 4; FBW7 act: -0.2; GPR151 ag: -2.3
COc1ccc2c(c1)[nH]c1c(=O)n(CCN3CCCCC3C)cnc12 (stereo not drawn) across the screens: MITF inh: -2; TEAD-YAP block: 0; FBW7 act: -0.1; GPR151 ag: -0.8

Carrying on:
SMILES,MITF inh,TEAD-YAP block,FBW7 act,GPR151 ag
CCOC(=O)c1c(NC(=O)c2cccc([N+](=O)[O-])c2C(=O)O)sc2c1CCCC2,-7,6,-0.1,-1.0
Cc1cc2nc(-c3ccc(NC(=O)c4ccccc4C)cc3)oc2cc1C,8,-2,0.0,-0.1
Fc1ccc(CNc2ncc3ccc(-c4cn[nH]c4)cc3c2Cl)cc1,14,21,0.0,0.4
O=C(NS(=O)(=O)N1CCCCC1)N1c2ccccc2CCc2ccccc21,-9,-4,0.3,-2.9
COc1ccc(CN2CCN3C(=O)[C@H]4CCCN4C(=O)[C@H]3C2)cc1,-15,4,-0.2,0.5
Cc1nc(N)sc1-c1csc(Nc2cccc(O)c2)n1,10,7,-0.3,-1.7
COCCCNC(=O)CC(=O)N/N=C/c1cc(Br)ccc1OC,13,6,-0.1,1.1
O=C(CSc1nc2ccccc2o1)Nc1cccc(C(=O)O)c1,8,1,0.1,0.0
COc1ccc(NC(=O)C2C3C=CC4(O3)C2C(=O)N(CCN2CCCCC2)C4C(=O)NC2CCCCC2)cc1 (stereo not drawn),2,0,0.0,0.4
C/C(=N/Nc1ccc(F)cc1)c1ccc(N2CCN(CCC#N)CC2)c(F)c1,10,-2,-0.1,-0.5
O=C(Cn1ccccc1=O)c1ccccc1,14,-8,0.3,-0.7
CCOc1ccc(NC(=O)c2cccnc2Cl)c([N+](=O)[O-])c1,-11,-10,0.0,-0.5
CC(CCc1ccccc1)NC(=O)c1ccc([N+](=O)[O-])cc1 (stereo not drawn),10,-10,0.1,1.0
C=CCOc1ccccc1CN1CCc2nnc(CNC(=O)c3ccccn3)n2CC1,-2,-9,-0.1,-0.1
Cc1noc(C)c1S(=O)(=O)N(Cc1cccs1)Cc1cccn1C,2,3,-0.3,-1.7
COc1ccc(NC(=O)CSc2c(C)[nH]c3ccccc23)c(OC)c1,11,-5,-0.2,-0.4
Cc1ccc(N2CC(C(=O)N/N=C/c3ccccc3O)CC2=O)cc1 (stereo not drawn),9,14,-1.4,-0.4
CCC(C)CC(=O)Nc1nc2c(s1)C(=O)CC(C(=O)NCC1CC1)C2 (stereo not drawn),-2,-50,0.0,-0.5
COC(=O)c1ccccc1NC(=O)c1cc(-c2ccc(Br)cc2)on1,11,7,-0.1,0.8
Cc1cc(C)nc(NS(=O)(=O)c2ccc(NC(=O)c3ccc(Br)o3)cc2)n1,-2,-7,0.0,1.3
Cc1ccc(C)c(NCN2C(=O)CSC2=O)c1,18,-7,0.1,1.1
CSc1ccc(C2Nc3ccccc3-c3nnc(SC)nc3O2)cc1 (stereo not drawn),10,10,1.3,0.7
Cc1cc(-c2cnc(N3CCCC3)nc2C2CCN(S(C)(=O)=O)CC2)on1,-7,-6,-0.1,0.5
CC(C)n1c(Nc2ccc(N3CCOCC3)cc2)nc2c(Nc3ccccc3)ncnc21,15,-7,0.1,-1.5
CCC(c1nnnn1C(C)(C)CC)N1CCN(Cc2ccccc2OC)CC1 (stereo not drawn),-7,6,0.0,0.8
CCOc1ccc(C(=O)Nc2nnc(COC)s2)cc1,10,-19,-0.1,-1.1
Cc1ccc(C(c2nnnn2CC2CCCO2)N2CCN(C)CC2)cc1 (stereo not drawn),-1,-6,0.0,-0.6
CC(C)c1nnc(NC(=O)c2c(O)c3ccccc3[nH]c2=O)s1,2,-7,0.3,-1.8
CN(C)CCCN1C(=O)C(O)=C(C(=O)c2cccs2)C1c1ccccc1F (stereo not drawn),-1,-2,0.0,-0.4
Cc1ccc(C2=CC(c3ccc(C)cc3)n3c(nc4ccccc43)N2)cc1 (stereo not drawn),1,-43,-0.1,1.2
CCOc1ccc(-n2c(=S)sc3c(=O)n(-c4ccccc4)c(SCC(=O)NCCCOC)nc32)cc1,1,12,-0.3,1.0
CCc1c(C)sc(NC(=O)c2cc3n(n2)C(C(F)(F)F)CC(c2ccc4c(c2)OCO4)N3)c1C#N (stereo not drawn),0,3,-0.2,0.4
COCCSc1ccccc1C(=O)Nc1ccc(OC)cc1[N+](=O)[O-],-11,-11,-0.1,0.3
O=C(CN1C(=O)CCC1=O)Nc1nc2c(cc3c4c(cccc42)CC3)s1,15,2,0.2,0.7
Cc1cc(C)n(Cc2n[nH]c(=S)n2Cc2ccccc2)n1,3,-6,0.0,1.1
CCCc1[nH]n(-c2ccc(F)cc2)c(=O)c1C=Nc1ccc(Cl)c(Cl)c1,1,8,0.0,2.8
O=[N+]([O-])c1cccc(-c2nc(/C=N/O)c3ccccn23)c1,1,4,-0.2,0.3
